Assay outcomes (PubChem BioAssay)
Yp Topo-I inh – inhibitors of Yersinia pestis topoisomerase I; activity, % at 10 µM; Y. pestis Topo-I cleavage product accumulation, plate reader; actives 0.064% (n = 360,000); in the data active = activity above about 50%, passing the limit was not always enough; inconclusive = no clear call, values can overlap the other calls; note: inactives centre near 2
PrPC surface inh – inhibitors of human cell surface prion protein PrPC | inhibition, % at 13.8 µM | actives 0.43% (n = 370,000) | AID 720596 | TR-FRET read-out; in the data active = inhibition above about 24%; note: 0% = median of the test wells and 100% = reference compound wells
FadD28 binding – inhibitors of Mycobacterium tuberculosis FadD28 bisubstrate binding; FadD28 bisubstrate probe binding, fluorescence polarization; inhibition, % at 12.5 µM; actives 0.22% (n = 360,000); in the data active = inhibition above about 8.5%, passing the limit was not always enough; inconclusive = no clear call, values can overlap the other calls
CCHF vOTU inh – blocks the CCHF virus ovarian tumor domain protease; CCHFV vOTU protease, Pep-AMC fluorescence; inhibition, % at 11.5 µM; AID 651958; actives 0.55% (n = 370,000); in the data active = inhibition above about 30%; note: 0% = vehicle wells with enzyme and 100% = no enzyme wells
BoNT A protease – blocks Botulinum neurotoxin A light chain protease. multiplex microsphere protease substrate cleavage, flow cytometry. inhibition, % at 10 µM. actives 0.17% (n = 360,000). AID 588499; note: plate controls were buffer without enzyme for full effect and enzyme alone for no effect
TcdB GH inh – blocks C. difficile toxin B glycohydrolase activity. P18177. TcdB glycohydrolase enzymatic assay, plate reader. inhibition, % at 9.99 µM. actives 0.24% (n = 350,000). AID 652162; in the data active = inhibition above about 10%
BoNT F protease – BoNT F light chain protease inhibition | actives 0.22% (n = 360,000) | AID 588497 | Multiplex microsphere protease cleavage assay, flow cytometry | inhibition, % at 10 µM; in the data active = inhibition above about 35%, passing the limit was not always enough; inconclusive = no clear call, values can overlap the other calls; note: plate controls were buffer without enzyme for full effect and enzyme alone for no effect
PfHsp40 yeast – restores yeast growth despite PfHsp40 toxicity; S. cerevisiae expressing PfHsp40, growth rescue, ATP luminescence; growth rescue, % at 12.5 µM; actives 0.68% (n = 340,000); AID 504582; in the data active = growth rescue above about 28%, passing the limit was not always enough; inconclusive = no clear call, values can overlap the other calls;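 note: yeast W303a lacking pdr1 and pdr3 grown in galactose medium; growth measured after three days at 30 °C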
Anthrax LF inh2 – blocks Bacillus anthracis lethal factor protease; actives 0.12% (n = 360,000); AID 588501; inhibition, % at 10 µM; multiplex microsphere protease cleavage assay, LF; note: plate controls were buffer without enzyme for full effect and enzyme alone for no effect
Target sequence (P15917 whole entry, looked up): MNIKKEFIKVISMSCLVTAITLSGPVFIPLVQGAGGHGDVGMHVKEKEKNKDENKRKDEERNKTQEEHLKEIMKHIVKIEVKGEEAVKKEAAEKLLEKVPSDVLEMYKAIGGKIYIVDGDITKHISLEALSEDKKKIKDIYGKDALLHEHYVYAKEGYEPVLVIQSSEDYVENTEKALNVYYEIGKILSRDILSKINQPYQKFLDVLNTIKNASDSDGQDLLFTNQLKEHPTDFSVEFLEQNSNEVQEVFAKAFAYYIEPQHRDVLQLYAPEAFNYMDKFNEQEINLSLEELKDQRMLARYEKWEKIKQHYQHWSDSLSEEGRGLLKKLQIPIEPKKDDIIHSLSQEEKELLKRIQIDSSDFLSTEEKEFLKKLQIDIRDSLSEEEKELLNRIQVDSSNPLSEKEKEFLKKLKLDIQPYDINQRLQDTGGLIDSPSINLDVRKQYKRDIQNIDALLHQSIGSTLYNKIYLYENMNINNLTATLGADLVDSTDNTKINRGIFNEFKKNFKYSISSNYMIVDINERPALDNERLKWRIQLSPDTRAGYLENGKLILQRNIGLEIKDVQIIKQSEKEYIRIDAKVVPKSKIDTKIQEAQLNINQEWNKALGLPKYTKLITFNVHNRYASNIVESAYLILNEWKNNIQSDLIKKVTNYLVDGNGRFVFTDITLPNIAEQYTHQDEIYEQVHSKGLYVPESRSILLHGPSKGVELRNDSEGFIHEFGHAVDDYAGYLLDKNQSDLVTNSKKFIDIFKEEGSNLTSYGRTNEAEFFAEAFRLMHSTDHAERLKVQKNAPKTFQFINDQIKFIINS
Active calls of the source: *; ? = inconclusive; · = not tested or not shown; & = joins results of further samples. Cut-off read from the data, not from the text of the source, unless noted: active = inhibition above about 30%; inconclusive = no clear call, values can overlap the other calls; inactive = below that.

Molecule	Yp Topo-I inh	PrPC surface inh	FadD28 binding	CCHF vOTU inh	BoNT A protease	TcdB GH inh	BoNT F protease	PfHsp40 yeast	Anthrax LF inh2
COc1c([N+](=O)[O-])cc(C(=O)NNC(=O)c2ccc(C)cc2)cc1[N+](=O)[O-]	-9	-35	-2.0	3	-1.9	-0.5	14	-2.0	-1
O=C(CN1C(=O)c2ccccc2S1(=O)=O)NCCSc1ccccc1	-7	-4	-4.4	10	0.1	·	10	1.4	7
CC(C)=CCC/C(C)=C/COc1ccc2ccc(=O)oc2c1	-4	5	-1.5	-1	0.4	0.3	4	-1.0	-3
CCOCCCNS(=O)(=O)c1ccc(-n2cnnn2)c(OC)c1	-5	-1	-1.7	-13	-0.5	·	-7	-0.5	-7
Cc1ccc(CN2CCC2(C)C(=O)NC2CCc3ccccc32)cc1 (configuration not stated)	26	-1	-3.3	0	0.1	1.0	4	·	0
COc1ccc(S(=O)(=O)N2CCN(C(=O)C3COc4ccccc4O3)CC2)cc1 (configuration not stated)	17	1	·	25	-0.1	0.9	4	1.0	0
COc1cc2cc(Oc3ccc4ccc(=O)oc4c3)c(=O)oc2cc1OC1OC(COC(=O)CC(C)(O)CC(=O)O)C(O)C(O)C1O (configuration not stated)	-2	-5	-5.5	-25	-0.3	1.1	2	-0.5	0
CC1=C(C(=O)N(C)C)CC(CC(=O)NCCc2ccccn2)C(=O)N1Cc1ccc(C(C)(C)C)cc1 (configuration not stated)	25	-10	-1.0	-3	-0.4	1.9	-9	·	0
Cc1nnc(SCC(=O)c2c(N)n(C3CC3)c(=O)[nH]c2=O)n1C	-1	-1	-0.7	-4	0.9	0.8	-2	-0.9	-8
COc1ccc(/C(N)=N/OC(=O)c2ccc([N+](=O)[O-])c(C)c2)cc1OC	-5	3	-3.5	3	0.1	-1.2	-2	0.6	-3
Nc1nc2c(F)cccc2s1	1	5	-3.1	-23	0.7	·	4	0.2	2
Cc1ccc(NC(=O)CN(C)CCOc2ccccc2)c([N+](=O)[O-])c1	13	-6	-0.1	0	-1.3	2.2	-22	-1.7	4
Cc1ccc(NC(=O)c2ccco2)cc1NC(=O)CSc1nnc(-c2cccs2)n1C	15	2	-0.3	-1	11	·	14	-0.3	1
O=C(c1cc(-c2cccnc2)nc2ccccc12)N1CCC2(CC1)OCCO2	5	-7	-1.6	-6	2.1	·	-2	0.9	-10
CSc1cccc(N/C(=N/S(=O)(=O)c2ccccc2)NN)c1	15	9	-3.4	-3	-1.1	1.4	15	0.0	9
O=C(COc1ccc(Br)cc1F)N1CCN(c2ncccn2)CC1	15	0	-0.8	5	0.5	2.9	-1	-0.3	0
CCCCN(C)C(=O)c1ccc(Nc2nc(C(N)CCc3ccccc3)cs2)nc1 (configuration not stated)	0	-12	-0.6	25	0.1	0.3	-11	·	-1
CCCC(=O)Nc1nc2c(c(=O)[nH]1)CCCC2	3	-8	-2.9	9	-0.7	·	-1	-0.2	1
CCCCn1c(=O)[nH]c(=O)c2c1ncn2Cc1ccco1	3	·	-0.9	·	0.4	0.6	-2	0.0	-5
O=c1c2ccccc2n(CC(O)CN2CCCCC2)c2ccccc12 (configuration not stated)	-1	-4	-2.3	-125	5.3	1.9	-20	-0.5	10
Cn1c(O)c(C=Nc2ccc(Cl)cc2)c(=O)n(C)c1=O	14	12	-2.6	11	1.5	·	?	-0.3	5
Cc1ccnc(NC(=O)CCC(=O)N(CC(=O)NCc2ccc(F)cc2)c2cccc(F)c2)c1	4	6	-3.3	-1	-0.3	-0.9	-13	0.6	-2
CCC(C)NC(=O)C1CCN(S(=O)(=O)c2ccc3[nH]c(=O)ccc3c2)CC1 (configuration not stated)	6	-8	-2.4	6	-0.2	1.2	0	0.3	-10
COC(=O)c1sc(-c2cccs2)cc1NC(=O)/C=C/C(=O)O	2	-41	-4.5	-9	0.1	-1.2	-5	-1.0	-6
O=C(CN1CCOCC1)Nc1ccccc1NC(=O)C1CCN(c2ncccn2)CC1	4	5	-1.7	-12	-0.7	·	-5	0.1	-1
Cc1ccc(-n2c(O)c(C=Nc3ccccc3-c3n[nH]c(=S)[nH]c3=O)c3ccccc3c2=O)c(C)c1	21	-8	-18	5	-0.4	0.2	-1	-0.2	-5
C=CCOc1ccccc1CN1CCC(CO)(CCOc2ccccc2)CC1	41	-6	-1.7	1	0.2	1.0	0	0.6	-2
Cc1cc(C(=O)Nc2c(C)nn(Cc3ccccc3Cl)c2C)no1	4	1	0.2	-4	-0.1	·	-2	0.7	-7
Cc1nn(-c2ccccc2)c2c1C1(C(=O)N(C)c3ccccc31)N(c1ccccc1)C(=O)N2 (configuration not stated)	0	1	-0.3	3	-3.0	·	-30	-1.3	-2
CCOC(=O)c1oc2c(C)c(O)ccc2c(=O)c1-c1nncn1-c1ccccc1	1	-2	-1.0	5	0.6	·	-4	1.3	-7
O=C(NC(=S)Nc1cccnc1Cl)c1ccco1	-1	-6	-1.9	-4	-1.2	0.7	0	1.3	-6
C[C@@H]1CCCCO[C@H](CN(C)Cc2ccc(C(=O)O)cc2)[C@@H](C)CN([C@H](C)CO)C(=O)c2cc(NC(=O)CCC(F)(F)F)ccc2O1	-4	-7	-1.3	0	0.1	-1.0&-0.2	1	·	-3
O=C(Cn1c(CO)nc2ccccc21)NCCc1ccc(F)cc1	4	-4	-3.1	-7	0.6	3.5	-2	-1.0	-5
O=C(OCC1COc2ccccc2O1)c1ccccc1F (configuration not stated)	27	5	-4.8	-5	-0.3	0.5	-1	1.2	1
Cc1nc(NC(=O)c2oc3ccccc3c2C)sc1C(=O)N(C)C	-5	-10	-3.2	1	-1.7	·	-3	0.3	-6
CCc1ccc(CN2CCC(Oc3ccc(C(=O)N4CCCCC4)cc3)CC2)cc1	15	-8	-1.8	5	-4.3	-0.7	-13	-0.7	-6
COc1ccc(CCCc2nnc(SCC(=O)Nc3nc(C)cs3)n2C)cc1	26	10	-3.7	-2	?	·	35*	-0.4	-17
CCCCNC(=O)C1(C)CCN1C(=O)c1ccc(F)cc1Cl (configuration not stated)	4	-4	-2.7	-1	-0.7	0.4	-3	·	-3
COc1ccc(C(=O)C2CCCN(C3Cc4ccccc4C3)C2)cc1OC (configuration not stated)	15	-9	-0.6	-6	-0.1	1.2	0	0.2	1
COc1cccc(NS(=O)(=O)c2ccc3c(c2)N(C(C)=O)CCO3)c1	-4	0	-0.9	6	0.4	1.6	-3	0.0	0
O=C(Cc1ccccc1)Nc1ccnn1C1CCN(Cc2nccs2)CC1	-7	2	1.2	8	-0.4	-0.3	-2	-0.9	-1
COc1ccc(C2=NN(C(=O)c3ccccc3)C(c3ccc(OC)c(OC)c3)C2)cc1OC (configuration not stated)	24	1	·	-5	3.2	0.6	4	-0.1	7
CC(C)C[C@H]1CNC(=S)N1C[C@H]1CCCN1C[C@H](Cc1ccccc1)N1C[C@H](CC(C)C)N(CCc2ccccc2)C1=S	·	1	-0.5	8	-0.3	-0.2	-6	·	-1
O=C(CCCOc1ccccc1)Nc1ccc2c(c1)OCCO2	-1	2	1.4	-7	-0.8	·	-17	1.4	2
O=C(Nc1cc(S(=O)(=O)N2CCCCC2)ccc1N1CCOCC1)c1ccc(F)cc1	13	7	0.8	-8	-1.6	-1.9	2	-1.6	-5
Cc1ccc2nc(SCC(=O)NCc3ccc(F)cc3)[nH]c2c1	-8	-2	·	7	1.6	1.1	8	-0.4	-3
OCCN1CCN(Cc2nc(-c3cccc(Cl)c3)no2)CC1	0	0	1.1	0	0.1	·	2	0.3	-3
O=C(Nc1ccncc1)c1ccccc1F	2	3	-1.0	0	-0.3	·	-10	-0.5	-4
Cc1nn(C)cc1CNC(=O)c1cccc(Cl)c1	0	-5	-1.6	7	-0.7	·	-7	-0.6	-3
CN(CC(=O)Nc1c(Cl)cccc1Cl)C(=O)C1=COCCO1	-4	-4	-0.9	12	-1.6	2.4	-12	0.1	-8
CSc1ccc(CN2CCC2(C)C(=O)NC2CCc3ccccc32)cc1 (configuration not stated)	35	-5	-7.9	3	-0.5	-1.0	-2	·	1
O=C(COC(=O)c1ccc2ncsc2c1)Nc1cccc(Cl)c1	-11	7	-1.6	11	0.4	-1.0	0	-0.7	-8
CN(C)S(=O)(=O)c1ccc(C(=O)NCc2cccs2)cc1	-1	2	-2.6	-6	-0.5	·	-8	-0.2	-2
Cc1ccc(SCCN2CCC(O)CCC2=O)cc1 (configuration not stated)	-1	2	-0.9	2	0.2	-0.1	-11	-0.2	0
COCCNC(=S)N/N=C(\C)c1cccc([N+](=O)[O-])c1	0	-27	-1.1	17	-0.6	2.0	-11	-1.1	-1
CC[C@H](C)/C=C(C)/C=C/C(=O)Cc1cc(O)c(C)c(O)c1C=O	-7	-6	0.9	2	2.9	-1.2	-23	0.6	-11

Next section
Molecule	Yp Topo-I inh	PrPC surface inh	FadD28 binding	CCHF vOTU inh	BoNT A protease	TcdB GH inh	BoNT F protease	PfHsp40 yeast	Anthrax LF inh2
COc1cc(C(=O)NCC(=O)N/N=C(/C)c2cccs2)cc(OC)c1OC	-3	-4	-4.8	-11	0.4	·	-3	0.0	-1
O=C1CN=C(Nc2ccc(Cl)cc2)N1c1ccccc1	5	-4	-0.4	-7	-0.3	·	-2	-0.8	0
COc1ccc(CCNC(=O)Nc2ccc3c(c2)c(=O)n(C)n3Cc2ccc(F)cc2)cc1OC	0	8	-0.2	-115	1.8	0.9	5	·	10
O=C(N/N=C/c1ccco1)c1cc(-c2cccc(Br)c2)nc2ccccc12	-2	6	-1.3	2	-1.0	·	-1	0.6	0
CCC1(CC(C)C)C(=O)NC(=S)NC1=O	-6	4	0.4	3	-0.5	1.1	0	-2.0	-6
O=C(NCCc1ccc(Cl)cc1Cl)c1cccnc1	-14	-1	-0.2	8	2.8	1.3	-1	-1.7	1
COc1ccc2c(c1)c(=O)oc1c(C)c(OCc3cc(C(=O)O)oc3C)ccc12	3	6	-9.7	-24	-0.4	0.0	12	-3.2	-3
O=C(/C=C/c1cccc([N+](=O)[O-])c1)NCCN1C(=O)S/C(=C\c2ccc(F)cc2)C1=O	0	-1	-0.7	-3	0.2	-1.0	8	-0.9	-2

Part of the list above, limited to Yp Topo-I inh.
Structure	Yp Topo-I inh
O=C(/C=C/c1cccc([N+](=O)[O-])c1)NCCN1C(=O)S/C(=C\c2ccc(F)cc2)C1=O	0
COc1cc(C(=O)NCC(=O)N/N=C(/C)c2cccs2)cc(OC)c1OC	-3

Next compounds follow.
Molecule	Yp Topo-I inh	PrPC surface inh	FadD28 binding	CCHF vOTU inh	BoNT A protease	TcdB GH inh	BoNT F protease	PfHsp40 yeast	Anthrax LF inh2
CN(C)c1ccc(/C=C2\C(=O)NC(=O)N(Cc3ccc(F)cc3)C2=O)cc1	-5	1	-1.6	-2	·	0.3	·	-0.2	·
O=C(Nc1cccc(C(F)(F)F)c1)c1cnc2n(c1=O)CCS2	0	-10	-2.8	3	-0.5	0.1	-7	0.3	-6
O=C(CSC1=NCCS1)N1CCOCC1	3	-1	-2.0	6	0.4	·	3	-0.3	1
COc1ccc2cc(C(=O)NCCCN3CCCC3=O)[nH]c2c1	-3	-8	-1.8	-10	-2.2	1.3	-18	0.1	-5
CC(=O)/C(N=Nc1cc(C)ccc1O)=C(\C)O	-4	6	-0.1	8	-1.2	-0.7	-5	0.4	-5
COc1ccc(C(=O)O/N=C(\N)c2ccccc2)cc1OC	3	6	-0.3	2	1.2	-2.5	-11	1.5	1
CCOC(=O)C1(Cc2ccccc2)CCN(Cc2ccc3c(c2)OCCO3)CC1	3	-6	0.3	-2	0.1	0.3	0	0.1	6
CCOC(=O)c1cccc(NC(=O)CN(c2ccc(C)cc2)S(=O)(=O)c2c(C)noc2C)c1	18	1	-1.6	9	-0.8	·	-7	9.5	-3
